From PubChem
KCNK3 block: human KCNK3 channel inhibition, primary screen | O14649 | CHO-KCNK3 thallium flux, FluxOR fluorescence; stronger effect = lower value | B-score at 10 µM | hit rate 0.84% among 340,000 | AID 602410;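 active = B-score under library mean minus 4 SD, starting fluorescence ratio at most library mean plus 5 SD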;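 note: more negative B-score means stronger inhibition of thallium flux through KCNK3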
Target sequence (O14649 whole entry, looked up): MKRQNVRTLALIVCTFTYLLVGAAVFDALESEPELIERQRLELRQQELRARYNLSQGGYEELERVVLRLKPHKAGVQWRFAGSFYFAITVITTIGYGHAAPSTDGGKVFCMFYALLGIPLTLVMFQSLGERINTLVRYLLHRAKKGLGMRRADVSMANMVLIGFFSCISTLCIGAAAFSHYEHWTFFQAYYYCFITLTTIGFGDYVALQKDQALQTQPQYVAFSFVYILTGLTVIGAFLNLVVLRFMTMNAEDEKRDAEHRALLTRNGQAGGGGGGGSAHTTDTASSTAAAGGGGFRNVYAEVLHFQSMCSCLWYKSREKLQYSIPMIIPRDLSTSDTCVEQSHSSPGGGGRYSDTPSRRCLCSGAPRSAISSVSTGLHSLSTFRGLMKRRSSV
Dyrk1A ADPGlo: inhibitors of rat Dyrk1A kinase | Q63470 | ADP-Glo luminescence, NFATc1 peptide | inhibition, % at 12.5 µM | hit rate 0.43% among 310,000; in the data active = inhibition above about 50%;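 note: plate controls were vehicle with enzyme for no effect and no enzyme for full effect; many of its hits are not listed in these tables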
TMEM16A act: activates or potentiates the mouse TMEM16A chloride channel; HEK293 TMEM16A/YFP-H148Q/I152L, iodide quench fluorescence; stronger effect = lower value; hit rate 0.3% among 340,000; B-score at 10 µM; Q8BHY3;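 active = fluorescence-ratio B-score plate-corrected deviation score at least 3 library SD below zero, with starting fluorescence score within 5 deviations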;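 note: channel opened by trigger with iodide after compound preincubation; score built on the fluorescence ratio of max minus min over baseline; more negative score means more quench and so TMEM16A activation or potentiation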
HDAC3 inhib: inhibitors of human histone deacetylase 3. O15379. recombinant HDAC3, fluorogenic peptide/trypsin coupled, fluorescence. inhibition, % at 8.3 µM. hit rate 0.15% among 320,000. AID 2718; in the data active = inhibition above about 26%, passing the limit was not always enough; inconclusive = no clear call, values can overlap the other calls
Target sequence (O15379 whole entry, looked up): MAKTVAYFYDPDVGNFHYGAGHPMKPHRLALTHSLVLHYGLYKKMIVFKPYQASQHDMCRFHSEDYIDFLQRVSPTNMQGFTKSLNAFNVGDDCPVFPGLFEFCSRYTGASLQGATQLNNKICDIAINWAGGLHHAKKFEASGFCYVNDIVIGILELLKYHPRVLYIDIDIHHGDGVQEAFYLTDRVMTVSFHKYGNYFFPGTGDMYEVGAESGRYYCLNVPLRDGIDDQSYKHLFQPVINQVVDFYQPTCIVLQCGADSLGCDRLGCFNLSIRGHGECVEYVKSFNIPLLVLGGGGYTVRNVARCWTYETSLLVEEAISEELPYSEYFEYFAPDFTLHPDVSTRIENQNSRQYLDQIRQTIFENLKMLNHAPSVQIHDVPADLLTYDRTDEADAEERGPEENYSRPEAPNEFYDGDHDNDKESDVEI
Active calls of the source: *; i = inactive; ? = inconclusive.

SMILES | KCNK3 block | Dyrk1A ADPGlo | TMEM16A act | HDAC3 inhib
Cn1cccc1C(=O)OCC(=O)NCc1ccc2c(c1)OCO2 | i | 3.9 | i | 0.6
Cc1ccc(NC(=O)COC(=O)c2ccc(-n3cnnn3)cc2)c(Br)c1 | i | 7.1 | i | -8.3
CCOc1ccccc1C(=O)NCC(=O)OCC(=O)N1CCCC1 | i | -1.0 | i | -5.2
CCc1cccc(OCC(=O)Nc2cc(Cl)ccc2-n2cncn2)c1 | i | 8.2 | i | 1.9
CCCc1cc(=O)[nH]c(SCC(=O)N2CCc3ccccc3C2)n1 | i | 1.9 | i | -3.5
CCn1nc(C(=O)NCCc2ccc3c(c2)OCCO3)c2ccccc2c1=O | i | -7.9 | i | 0.0
CCOc1ccc(NC(=O)CN(C)C(=O)/C=C/c2ccco2)cc1OCC | i | 0.5 | i | 12.4
CC(C(=O)OCC(=O)NC1CCCC1)N1C(=O)c2ccccc2C1=O (stereo not given) | i | -5.0 | i | -2.5
O=C(COC(=O)c1ccc[n+]([O-])c1)Nc1ccc([N+](=O)[O-])cc1C(F)(F)F | i | 2.1 | i | 3.7
CN1CCN(c2oc(-c3ccccc3)nc2S(=O)(=O)c2ccccc2)CC1 | i | 0.9 | i | 3.8
O=C(CNC(=O)Cc1ccccc1)NCc1cccs1 | i | -1.2 | i | 0.5
COc1ccc2nc(SCC(=O)c3c(N)n(C4CC4)c(=O)[nH]c3=O)[nH]c2c1 | i | 6.2 | i | -0.7
COc1ccc([C@H]2CC(=O)C=C(c3ccc(-c4ccccc4)cc3)C2)cc1OC | i | 5.8 | i | 0.7
Cc1sc2nc(CN3CCCC3)nc(N3CCN(S(=O)(=O)c4ccccc4)CC3)c2c1C | i | 7.0 | i | 3.2
COc1ccc(S(=O)(=O)N2CCCCCC2)cc1C(=O)N1CCN(c2ccccc2C)CC1 | i | -3.6 | i | 14.9

Ordered by the number under HDAC3 inhib (smallest number first): three from the list above
SMILES | KCNK3 block | Dyrk1A ADPGlo | TMEM16A act | HDAC3 inhib
CCOc1ccccc1C(=O)NCC(=O)OCC(=O)N1CCCC1 | i | -1.0 | i | -5.2
CN1CCN(c2oc(-c3ccccc3)nc2S(=O)(=O)c2ccccc2)CC1 | i | 0.9 | i | 3.8
CCOc1ccc(NC(=O)CN(C)C(=O)/C=C/c2ccco2)cc1OCC | i | 0.5 | i | 12.4

Next section:
SMILES | KCNK3 block | Dyrk1A ADPGlo | TMEM16A act | HDAC3 inhib
O=C(COC(=O)c1ccc2c(c1)OCO2)NC1CCCCC1 | i | -3.0 | i | 2.4
O=C(COC(=O)c1ccc[nH]c1=O)NCCCc1ccccc1 | i | 1.3 | i | 5.9
COc1cc(C(=O)NCCc2ccc(S(N)(=O)=O)cc2)ccc1OCc1c(C)noc1C | i | -4.0 | i | -5.5
CC1CCN(C(=O)COC(=O)C23CC4CC(CC(O)(C4)C2)C3)CC1 | i | -1.6 | i | -1.0
O=C(COC(=O)c1n[nH]c2ccccc12)Nc1ccccc1F | i | 0.5 | i | -0.8
[O-]/[N+](=C\c1ccccc1)c1ccccc1 | i | 9.5 | i | 11.5
COc1cc(NC(=O)C(C)N2CCN(C(=O)C3CC3)CC2)cc(OC)c1 (stereo not given) | i | 0.5 | i | 1.2
O=C(CN1C(=O)NC2(CCCC2)C1=O)NNC(=O)c1ccc(Cl)cc1 | i | -5.0 | i | 1.5
CCC(CO)Oc1cc(NC(=O)c2ccccc2N)c2ncn(C(C)C)c2c1 (stereo not given) | i | 7.2 | i | 2.4
Cc1cc(Cl)ccc1OCC(=O)NNC(=O)CCOc1ccccc1 | i | -0.3 | i | 1.6
Cc1cc(C)n2nc(SCC(=O)Nc3ccc(S(=O)(=O)N(C)C)cc3)nc2n1 | i | 1.6 | i | 0.6
COc1ccc(C(CNC(=O)c2ccc(OC)c(S(=O)(=O)N3CCCC3)c2)N2CCCC2)cc1 (stereo not given) | i | -0.2 | i | -3.8
CCN(c1ccccc1)S(=O)(=O)c1ccc(Oc2ccc(C(C)=O)cc2OC)nc1 | i | 1.7 | i | 3.4
CCOc1cc(N2CCOCC2)c(OCC)cc1NC(=O)c1c(-c2ccccc2)noc1C | i | -4.4 | i | -1.1
Cc1ccc(C)c(NC(=O)CN(C)C(=O)c2ccc(S(=O)(=O)N(C)c3ccccc3)cc2)c1 | i | 0.4 | i | 11.5
CC12CCC(C1)C(C)(C)C2NS(=O)(=O)c1ccc(F)cc1 (stereo not given) | i | 5.7 | i | -0.4
CCN(CC)S(=O)(=O)c1cc(NC(=O)c2ccc3c(c2)NC(=O)C(C)S3)ccc1C (stereo not given) | i | -5.6 | i | 13.6
COCCOc1cc(NCc2ccccc2)c2ncn(C(C)C)c2c1 | i | 17.3 | i | 3.3
CC(=NNC(=O)c1cc(C)oc1C)c1ccc(Br)s1 | i | -5.3 | i | -8.0
O=C(CCCSc1ccc(Cl)cc1)Nc1cc(S(=O)(=O)N2CCOCC2)ccc1O | i | -1.0 | i | 9.5
O=C(COC(=O)c1cccc(OC(F)F)c1)Nc1cccc(S(=O)(=O)N2CCCC2)c1 | i | 0.7 | i | -4.8
Cn1c(SCC(=O)NNC(=O)c2ccccc2)nnc1C(F)(F)F | i | -5.5 | i | -0.3
CN(C(=O)CN1C(=O)c2cccc(N)c2C1=O)C1CCCCC1 | i | -5.4 | i | -4.5
C=C(NC(C)=O)c1c(F)cccc1F | i | 6.6 | i | 6.0
CCC(=O)Nc1ccc(C(=O)CN2C(=O)NC3(CCOc4ccccc43)C2=O)cc1 (stereo not given) | i | 0.3 | i | -2.8
Cc1cccc(NC(=O)c2nc[nH]c2C(=O)NCCCCCCNC(=O)c2[nH]cnc2C(=O)Nc2cccc(C)c2)c1 | i | 1.7 | i | -5.0
Cc1cccc(-c2nc(CC(=O)Nc3cccc(S(=O)(=O)NC4=NCCC4)c3)cs2)c1 | i | 1.6 | i | 4.1
O=c1ccc2ccc(O[C@@H]3O[C@H](CO)[C@@H](O)[C@H](O)[C@H]3O)c(O)c2o1 | i | 4.8 | i | -1.8
COc1ccc(S(=O)(=O)N(C)C[C@H]2Oc3ccc(NC(=O)CCC(F)(F)F)cc3C(=O)N([C@H](C)CO)C[C@@H]2C)cc1 | i | -2.4 | i | 4.0
NS(=O)(=O)c1cccc(NC(=O)COC(=O)c2ccccc2SCC(=O)N2CCCC2)c1 | i | -0.3 | i | 0.4

Single entries from the results shown.
Reading of [O-]/[N+](=C\c1ccccc1)c1ccccc1 in Dyrk1A ADPGlo: 9.5
Reading of Cc1sc2nc(CN3CCCC3)nc(N3CCN(S(=O)(=O)c4ccccc4)CC3)c2c1C in HDAC3 inhib: 3.2
Reading of COc1cc(NC(=O)C(C)N2CCN(C(=O)C3CC3)CC2)cc(OC)c1 (stereo not given) in Dyrk1A ADPGlo: 0.5
Reading of COc1ccc([C@H]2CC(=O)C=C(c3ccc(-c4ccccc4)cc3)C2)cc1OC in HDAC3 inhib: 0.7

Following part
SMILES | KCNK3 block | Dyrk1A ADPGlo | TMEM16A act | HDAC3 inhib
CC1CC(=O)Nc2ccccc2N1C(=O)COc1ccc2cc(Br)ccc2c1 (stereo not given) | i | -1.6 | i | 2.2
CC(NC(=O)c1ccccc1)C(=O)OCC(=O)c1c(N)n(C)c(=O)n(C)c1=O (stereo not given) | i | 8.0 | i | -5.7
Cc1ccc(C(=O)OCC(=O)N2c3ccccc3NC(=O)C2(C)C)cc1S(=O)(=O)N1CCCCC1 | i | -3.2 | i | 5.6
COc1ccc(NC(=O)Cn2ccc(C(F)(F)F)n2)cc1S(=O)(=O)N1CCOCC1 | i | 0.5 | i | -1.2
COc1ccc(NC(=O)CC2(CC(=O)N3CCOCC3)CCCC2)cc1Cl | i | 5.3 | i | -3.8
CC1Cc2ccccc2N1S(=O)(=O)c1cccc(C(=O)NCc2ccco2)c1 (stereo not given) | i | 6.3 | i | 3.3
Cc1noc(C)c1C(=O)OCC(=O)Nc1ncc(C(F)(F)F)cc1Cl | i | -0.5 | i | 2.0
Cn1nc(C(=O)NNC(=O)c2cccc(Cl)c2)ccc1=O | i | 2.7 | i | 3.3
CCC(C)c1ccc(NC(=O)C2=CC=CN3CCS(=O)(=O)N=C23)cc1 (stereo not given) | i | 2.9 | i | 2.2
O=C(NCc1ccc(F)cc1)c1cc2c(cc1Cl)N1CCCCCC1=NS2(=O)=O | i | 4.8 | i | -3.6
CC(C)CC1(C)NC(=O)N(CC(=O)Nc2ccccc2Br)C1=O (stereo not given) | i | -1.9 | i | -0.3
COC(=O)c1cc(C(=O)OCC(=O)N2CCCCC2)cc([N+](=O)[O-])c1 | i | 0.8 | i | -0.3
COC(=O)CN1C(=O)[C@H]2[C@@H](/C=C/c3ccccc3)N3C(=O)CN(Cc4ccc(-c5ccccc5)cc4)C(=O)[C@@]3(C)[C@H]2C1=O | i | 15.8 | i | 10.3
O=C(O)c1ccc(-c2noc(-c3cccc(Cl)c3)n2)cc1 | i | 35.7 | i | 5.0
CC(C)(OC(=O)c1ccc(C(F)(F)F)cc1)c1cc2ccccc2c(=O)o1 | i | 1.8 | i | 4.0
C[C@H]1CN([C@@H](C)CO)C(=O)c2cc(NS(=O)(=O)c3ccc(Cl)cc3)ccc2O[C@@H]1CN(C)CC1CCCCC1 | -13.3* | -9.4 | i | -0.6
Cc1ccccc1NC(=O)Cc1nc(COC(=O)COc2ccccc2C(C)C)cs1 | i | -0.7 | i | ?
COc1ccc(OC)c(C(=O)COC(=O)c2ccc([N+](=O)[O-])o2)c1 | i | 1.7 | i | 9.9
Cc1ccc(NC(=O)c2cccc(-n3cnnn3)c2)cc1Cl | i | 4.3 | i | 4.5
CCOC(=O)c1sc2nc(C)nc(SC(C)C(=O)NC3CC3)c2c1C (stereo not given) | i | -1.4 | i | 0.0
C[C@H](CO)N1C[C@H](C)[C@@H](CN(C)C(=O)NC2CCCCC2)Oc2c(NS(=O)(=O)c3cn(C)cn3)cccc2C1=O | i | 0.2 | i | 5.2
COc1ccc(C2=Nn3c(nnc3-c3ccccc3OC)SC2)cc1OC1CCOC1 (stereo not given) | i | 4.1 | i | 4.1
COc1cccc(NC(=O)COC(=O)CC2CC3CCC2C3)c1 (stereo not given) | i | 4.4 | i | 4.6
Cc1ccc(S(=O)(=O)Nc2ccccc2N2CCCCC2)cc1 | i | -0.5 | -20* | 3.7
CC(Sc1nnc(-c2cccnc2)o1)C(=O)NC1CCCC1 (stereo not given) | i | -2.3 | i | -4.8
Cc1ccccc1OCC(=O)Nc1cc(S(=O)(=O)N2CCOCC2)ccc1N1CCCC1 | i | -0.5 | i | 3.5
CC(=O)OC[C@H]1O[C@@H](Oc2cc(O)cc3oc(-c4ccc(O)cc4)cc(=O)c23)[C@H](O[C@@H]2O[C@@H](C)[C@H](O)[C@@H](O)[C@H]2O)[C@@H](O)[C@@H]1O | i | 7.6 | i | 6.6
O=C(C[C@@H]1C/C=C\CCC(=O)OC[C@@H]2CCCN2C1=O)N[C@H](CO)Cc1ccccc1 | i | -3.7 | i | -0.9
CON(C)S(=O)(=O)NC(=O)C1=C(N2CCCC2)COC1=O | i | -4.8 | i | 1.0
C[C@H](CO)N1C[C@H](C)[C@@H](CN(C)C(=O)Nc2ccccc2)Oc2ccc(NC(=O)Nc3ccc4c(c3)OCO4)cc2C1=O | i | -8.7 | i | 4.6
Cc1ccc2c(c1)[C@H]1[C@H](CO2)[C@H](c2ccccc2)[C@]2(C)C(=O)Nc3cc(F)ccc3C(=O)N12 | i | -1.6 | i | 3.8
O=C(OCC(=O)N1CCN(C(=O)c2ccco2)CC1)c1cc(F)c(F)cc1Cl | i | -1.9 | i | -1.1
O=C(N/N=C/c1ccccc1Br)c1cccc(S(=O)(=O)N2CCOCC2)c1 | i | 10.9 | i | -6.5
O=C(Cc1cccs1)NNC(=O)c1ccccc1Cl | i | 2.5 | i | -7.0
Cc1noc(C)c1NC(=O)Nc1cccc2c1O[C@@H](CN(C)C)[C@@H](C)CN([C@H](C)CO)C2=O | i | -5.2 | i | -0.2
CN(Cc1ccccc1)C(=O)c1ccc(NC(=O)Cc2cccc(NC(=O)C3CCN(C(=O)C4CCC4)CC3)c2)cc1 | i | -4.7 | i | 8.0
CC(=O)N1CCN(CC(=O)Nc2cc(S(=O)(=O)N3CCCCC3)ccc2C)CC1 | i | -4.6 | i | -7.8
COc1cccc(/C=C/C(=O)NNC(=O)c2ccco2)c1OC | i | -1.2 | i | 1.7
CC(C)(C)[C@H]1CCC(=O)N([C@H](CSc2ccc(Br)cc2)Cc2ccccc2)CC1 | i | 7.8 | i | -0.7
COCC(C)n1c(C)cc(C(=O)COC(=O)c2nn(C)c(=O)c3ccccc23)c1C (stereo not given) | i | 3.2 | i | 4.8
C=CC[C@H](CC(=O)N(CCO)Cc1ccccc1)C(=O)N[C@H](COC(=O)[C@@H](CC=C)CC(=O)OC(C)(C)C)c1ccccc1 | i | -0.7 | i | ?
N#Cc1cc([N+](=O)[O-])ccc1NC(=O)COC(=O)C1CCC(=O)N1 (stereo not given) | i | 4.2 | i | 6.0
COc1ccc(-c2c(-c3cc(OC)cc(OC)c3)n(C)c3ccc(-c4cccc5[nH]ccc45)cc23)cc1 | i | 9.9 | i | -0.2
CC(C)(C)OC(=O)C[C@@H]1C/C=C\C[C@@H](CC(=O)N(CCO)Cc2ccccc2)C(=O)NCCOC1=O | i | 4.5 | -4.82* | 2.3
COc1ccccc1Nc1nnc(SCC(=O)NC2CC2)s1 | i | 1.3 | i | -0.1
Cc1cc(S(=O)(=O)N2CCCC2)ccc1OCC(=O)Nc1ccc(C(N)=O)cc1 | i | -1.3 | i | 1.2

The list is partial. The share of hits here may be higher or lower than overall.
